Assay outcomes from PubChem BioAssay.
OX1R FRET antag: OX1R (human) antagonism; inhibition, % at 6.6 µM; AID 485270; OX1R-expressing cells, FRET antagonist read-out; 1.8% of 330,000 active; in the data active means inhibition mostly above about 38%, no sharp cut-off; inactive means mostly below about 40%;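 further: 0% = agonist challenge alone and 100% = reference antagonist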
Target sequence (O43613 whole entry, looked up): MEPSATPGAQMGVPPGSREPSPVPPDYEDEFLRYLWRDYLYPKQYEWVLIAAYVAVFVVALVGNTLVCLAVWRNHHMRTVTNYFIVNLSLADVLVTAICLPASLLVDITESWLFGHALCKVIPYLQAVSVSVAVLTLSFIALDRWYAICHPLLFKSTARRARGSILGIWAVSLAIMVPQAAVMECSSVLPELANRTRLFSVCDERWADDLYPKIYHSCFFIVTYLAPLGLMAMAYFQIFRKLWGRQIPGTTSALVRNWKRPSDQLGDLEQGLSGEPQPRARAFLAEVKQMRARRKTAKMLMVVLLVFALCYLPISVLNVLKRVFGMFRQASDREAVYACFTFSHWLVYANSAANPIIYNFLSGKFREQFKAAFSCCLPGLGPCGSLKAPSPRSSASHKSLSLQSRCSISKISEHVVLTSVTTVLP
KCNQ2 inh: KCNQ2 potassium channel inhibitors, primary screen, cell-based, CHO-K1, FluxOR thallium flux, B-score (AID 2156) | O88943 | 20 min; stronger effect = lower value | B-score at 10 µM | 1.1% of 310,000 active;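 active means fluorescence ratio B-score at most minus 3 library SDs, with starting brightness B-score within 2 library SDs, cut at about -5.5 in these data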
STK33 kinase inh: blocks human STK33 kinase activity; 0.073% of 320,000 active; inhibition, % at 10 µM; purified STK33, MBP phosphorylation, ADP-Glo luminescence; AID 2661; Q9BYT3;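 active means inhibition at or above 25%, using the most active replicate where run in duplicate; inactive means inhibition below 25%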
Target sequence (Q9BYT3 whole entry, looked up): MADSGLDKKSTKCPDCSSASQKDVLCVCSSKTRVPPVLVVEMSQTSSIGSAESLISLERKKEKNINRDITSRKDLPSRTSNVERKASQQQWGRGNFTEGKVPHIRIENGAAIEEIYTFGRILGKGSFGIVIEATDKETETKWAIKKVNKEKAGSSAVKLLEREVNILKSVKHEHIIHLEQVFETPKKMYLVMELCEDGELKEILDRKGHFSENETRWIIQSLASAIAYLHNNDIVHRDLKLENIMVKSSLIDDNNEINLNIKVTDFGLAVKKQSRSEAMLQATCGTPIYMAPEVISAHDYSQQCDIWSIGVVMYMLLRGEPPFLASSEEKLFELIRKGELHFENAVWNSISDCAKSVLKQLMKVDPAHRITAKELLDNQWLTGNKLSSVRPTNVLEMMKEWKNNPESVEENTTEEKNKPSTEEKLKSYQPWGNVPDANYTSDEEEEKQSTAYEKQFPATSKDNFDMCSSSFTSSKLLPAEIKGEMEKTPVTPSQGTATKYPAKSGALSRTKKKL
* hit, by the source's call; i = inactive; . = not tested or not shown.

structure	STK33 kinase inh	KCNQ2 inh	OX1R FRET antag
COCCNC(=O)c1ccc(CS(=O)(=O)c2c(Cl)cccc2Cl)o1	0.1	i	10
CCOC(=O)[C@@H]1[C@H]2COc3ccccc3[C@@H]2N2C(=O)N(c3ccc(Cl)cc3)C(=O)[C@@]12C	-5.1	i	18
CC(C)CCN1C(=O)c2ccc(C(=O)Nc3ccc(O)cc3C(=O)O)cc2C1=O	-0.4	i	3
CCC(C)N(C(=O)c1csnn1)C(C(=O)NC1CCCC1)c1ccc(F)cc1 (stereo not given)	-0.5	i	14
O=C(C(Sc1ccccc1)c1ccc(Br)cc1)N1CCOCC1 (stereo not given)	-0.6	i	18
O=C1OC2(CCCCC2)OC(=O)C1=CNc1ccc2c(c1)OCO2	-0.4	i	6
CCn1c(C)cc(=S)c2ccccc21	-0.5	i	9
Cc1ccc(NC(=S)NC2CCCCC2)cc1S(=O)(=O)N(C)C	-1.2	i	25
CC[C@H](C)[C@@H]1NC(=O)c2cc([N+](=O)[O-])cc(I)c2SC[C@@H](C(N)=O)NC(=O)[C@H](CCCCN)NC1=O	0.9	.	61*
O=S(=O)(c1cccs1)N1CCN(S(=O)(=O)c2cccs2)CC1	-1.0	i	22
COc1cccc(-c2c(C(=O)N/N=C/c3ccc(C)o3)nnn2-c2nonc2N)c1	0.2	i	24
CCN(CC)S(=O)(=O)c1ccc(N2CCOCC2)c(NC(=O)C2CC2)c1	-1.4	i	6
O=C(Nc1ccc(F)cc1F)c1c(C(F)(F)F)ccnc1Oc1ccc(Cl)cc1	1.9	i	8
COc1ccc(C(=O)CSc2nnc(CNC(=O)c3ccc(S(=O)(=O)N(C)C)cc3)o2)cc1	0.1	i	-7
O=C(c1cccc2ccccc12)N1CCN(c2ccccc2F)CC1	-1.8	i	24
O=C(CSc1nnc(SCC(=O)c2ccco2)s1)c1ccco1	-0.9	i	27
O=C(O)c1ccccc1C(=O)Nc1nc(-c2ccc3ccccc3c2)cs1	0.5	i	5
O=C1NCCN1c1ccc(CN2CCN(C3CCCCC3)C(CCO)C2)cc1 (stereo not given)	-0.5	i	6
COc1cc(C(CC(=O)N2CCOCC2)c2c(OC)cc(OC)c3ccc(=O)oc23)cc(OC)c1OC (stereo not given)	-1.0	i	19
O=S(=O)(c1ccccc1)N1CCC(O)(CSc2ccccc2)CC1	-0.4	i	34
CCN(CCNC(=O)c1ccc(CSc2nc3ccncc3[nH]2)cc1)c1ccccc1	-0.2	i	15
Cc1c(/C=C/C(=O)c2cccs2)cnn1C	5.8	i	103*
C=CCC(NC(=O)c1ccc(C#N)cc1)C(=O)NCCC (stereo not given)	-0.7	.	1
CC1COc2ccccc2N1C(=O)c1ccccc1Cl (stereo not given)	-1.1	i	9
Cn1c(=O)[nH]c(=O)c2c1nc1n2CCCN1CCc1ccccc1	-1.3	i	17
COc1ccc(C(=O)NC(=S)Nc2cccc(S(=O)(=O)N3CCOCC3)c2)cc1	0.4	i	29
O=C(CCN1C(=O)c2ccc([N+](=O)[O-])cc2C1=O)Nc1ccc(O)cc1C(=O)O	-0.9	i	56*
O=C(O)c1ccccc1N=Nc1c(O)[nH]c2ccc([N+](=O)[O-])cc12	-3.5	i	13
O=C(NCCC(=O)N1CCN(C(=O)c2ccco2)CC1)c1ccc(Br)cc1	-0.8	i	7
Oc1ccc(-c2nc3ccccc3nc2-c2ccccc2)cc1	0.3	i	15

Ordered by heavy-atom count (lowest first): three of the compounds above
structure	STK33 kinase inh	KCNQ2 inh	OX1R FRET antag
CC1COc2ccccc2N1C(=O)c1ccccc1Cl (stereo not given)	-1.1	i	9
O=S(=O)(c1cccs1)N1CCN(S(=O)(=O)c2cccs2)CC1	-1.0	i	22
O=C(C(Sc1ccccc1)c1ccc(Br)cc1)N1CCOCC1 (stereo not given)	-0.6	i	18

New compounds follow:
structure	STK33 kinase inh	KCNQ2 inh	OX1R FRET antag
CCCCn1c(N)c(N(CC(C)C)C(=O)c2ccc(C)o2)c(=O)[nH]c1=O	-0.3	.	7
CCOc1ccc(CN2CCNC(=O)C2CC(=O)NCCCOc2cccnc2)cc1 (stereo not given)	-2.5	i	6
CCN(c1ccc(OC)cc1)S(=O)(=O)c1nnc(NC(=O)C2CCCCC2)s1	-0.5	i	7
Cc1ccc2cc(/C=N/NC(=O)[C@H](C)NC(=O)OC(C)(C)C)c(Cl)nc2c1	-0.3	i	18
CC(=O)Nc1ccc(NC(=O)CSc2nnc(NC(=O)c3ccc(Br)o3)s2)cc1	0.1	i	13
CCc1ccc(C(=O)COC(=O)CNC(=O)c2ccco2)cc1	-0.3	i	2
CCN(CC)CCSc1nc2ccc(OC)cc2[nH]1	-0.1	i	10
O=C(O)c1cc(NCc2ccccc2C(F)(F)F)ccc1N1CCOCC1	-0.3	i	15
O=C(NC1CCCC1)C1CCN(C(=O)Nc2cccc(Cl)c2)CC1	-1.1	i	9
CC(C)(C)CC(=O)Nc1nnc(SCC(=O)NC2CCCC2)s1	3.5	i	18
O=CN1CCN(C(=O)c2cc3cc(Cl)ccc3[nH]2)CC1	-17	i	-2
CN1CCN(C(=O)c2ccc(-c3cccs3)s2)CC1	-0.1	i	20
CCOc1ccc(OCC)c(S(=O)(=O)NCc2ccccn2)c1	-2.3	i	9
COc1cccc(CNC(=O)C2CCN(S(=O)(=O)c3cccs3)CC2)c1	-1.0	i	-4
COc1ccc(OCC(O)CN2CCN(c3ncccn3)CC2)cc1 (stereo not given)	-2.3	i	4
COc1ccc(CNC(=O)C2CSC(=O)C2)cc1 (stereo not given)	-2.0	i	21
CCOC(=O)c1ccc(NC2=CC(=O)C(=O)c3ccccc32)cc1	0.5	i	28
COc1ccc(-n2nnc3c(=O)n(CC(=O)N4CCCC4)cnc32)cc1	-1.5	i	8
Cc1cc(N2CCOCC2)nc(-c2ccc(Br)cc2)n1	-0.2	i	5
COC(=O)c1cc(COC(=O)CNC(=O)c2ccc(Br)cc2)oc1C	-0.7	.	9
Cc1nnc(SCC(=O)Nc2ccc(S(=O)(=O)N3CCCCC3)cc2)s1	0.6	i	7
CC(NC(=O)c1cccnc1)C(=O)N1CCCCC1 (stereo not given)	0.1	i	2
CN(C)c1nc(N)c([N+](=O)[O-])c(NCC2CCCO2)n1 (stereo not given)	0.8	i	10
Cc1c(N(C)S(=O)(=O)c2cccc(C(=O)NC(C)C)c2)c(=O)n(-c2ccccc2)n1C	-0.2	i	34
CCn1c(O)c(C=Nc2ccccc2)n(-c2ccccc2)c1=S	-0.5	i	38
CNS(=O)(=O)c1cc(NC(C)=O)c(C)cc1C	-0.4	i	11
OCCc1c[nH]c2ccc(OCc3ccccc3)cc12	-2.9	i	6
O=C(NCc1ccccc1)c1onc(CSc2ccccc2)c1C(=O)NCc1ccccc1	-0.1	i	47
CCCOc1ccc(C(=O)CCC(=O)OCC(=O)N2CC(=O)Nc3ccccc32)cc1	0.0	i	15
COc1ccc(/C=N/NC(=O)CN2CCN(Cc3ccccc3)CC2)cc1Br	-1.2	i	1

The list goes on.
structure	STK33 kinase inh	KCNQ2 inh	OX1R FRET antag
C[C@H](CO)N1C[C@H](C)[C@@H](CN(C)S(=O)(=O)c2ccc(F)cc2)Oc2ccc(NC(=O)C3CC3)cc2C1=O	0.4	.	7
O=C(CCl)N(c1ccccc1)C1CCCCC1	-1.5	i	12
CC(C)C(NC(=O)c1ccc2c(c1)OCCO2)c1nc2ccccc2[nH]1 (stereo not given)	-0.8	i	-1
Cc1cc(C)n(CC(O)Cn2cnc3c2c(=O)n(C)c(=O)n3C)n1 (stereo not given)	0.4	i	9
COc1cccc(C(=O)NCC2CCCN(C(=O)c3ccc(C=O)cc3)C2)c1OC (stereo not given)	-2.2	i	19
COc1cc(/C=C/C(=O)OCC(=O)NC(=O)NCc2ccco2)ccc1OC(F)F	0.8	.	8
CCN(CC)CCN1C(=O)C(=O)/C(=C(/O)c2ccc(F)cc2)C1c1cccnc1 (stereo not given)	-0.7	i	25
Cc1ccc(C)c(-n2c(Cc3cccs3)n[nH]c2=S)c1	-1.8	i	7
OC(CN1CCOCC1)Cn1c2c(c3ccccc31)CCCC2 (stereo not given)	-1.5	i	20
CCOC(=O)COc1ccc(CCNC(C)=O)cc1	-2.1	i	1
COCC(=O)Nc1c(C(=O)Nc2ccc3c(c2)OCCO3)oc2ccccc12	3.4	i	18
CC(C)c1c(C(=O)N/N=C/c2cccs2)nnn1-c1nonc1N	0.9	i	6
COc1ccc(N(CC(=O)NC2CCCCC2)C(=O)CCCC(=O)Nc2ccccn2)cc1	-0.5	i	1
Cc1ccc(CCNC(=O)CCNS(=O)(=O)c2ccc3c(c2)oc(=O)n3C)cc1	1.3	i	9
COc1ccc(-c2cc(=O)oc(-c3cccc(C)c3)n2)cc1	-1.3	i	10
c1ccc(Cn2c(-c3cncs3)nc3ccccc32)cc1	0.1	i	11
CCN(CC)C(=O)N1CCC(NC(=O)Cc2ccccc2)CC1	-3.4	i	9
COc1ccc2cc(CCNS(=O)(=O)c3c(C)cc(C)cc3C)c(=O)[nH]c2c1	0.9	i	76*
CCOCCOC(=O)c1cccc2c1-c1ccccc1C2=O	3.8	i	15
CCOc1ccc(CCNC(=O)C2CC(=O)N(CCc3ccccc3)C2)cc1OCC (stereo not given)	0.5	i	27
O=C1NC2(CCCCC2)C(=O)N1/N=C/c1ccccc1Br	-0.7	i	13
O=C(Nc1ccccc1C(=O)N1CCOCC1)C1CC(=O)N(c2ccc(F)cc2)C1 (stereo not given)	-0.7	i	9
C=CCNC(=O)c1onc(CSc2ccccc2)c1C(=O)O	0.2	i	18
COC(=O)c1cc(NS(=O)(=O)c2ccc(C)c3ccccc23)ccc1N1CCOCC1	2.9	i	8
COc1cccc(CC2(CO)CCCN(Cc3ccccc3-c3ccco3)C2)c1 (stereo not given)	.	i	17
Cc1ccc(-c2ccc(=O)n(CC(=O)Nc3ccc4c(c3)OCCO4)n2)cc1	0.8	i	8
Fc1ccc(-n2cnnn2)c(F)c1	0.1	i	14
Cc1ccc(S(=O)(=O)N2CCN(CCC#N)CC2)cc1	0.3	i	4
CS(=O)(=O)N(Cc1ccc(C(=O)NC2CCCCC2O)cc1)c1ccccc1 (stereo not given)	-2.7	i	11
Cc1ccc(C(=O)/C=C/c2ccc3c(c2)OCCO3)c(O)c1	0.0	i	6

Record cards (already shown).
c1ccc(Cn2c(-c3cncs3)nc3ccccc32)cc1 is listed as STK33 kinase inh: 0.1; KCNQ2 inh: i; OX1R FRET antag: 11
COc1cccc(C(=O)NCC2CCCN(C(=O)c3ccc(C=O)cc3)C2)c1OC (stereo not given) is listed as STK33 kinase inh: -2.2; KCNQ2 inh: i; OX1R FRET antag: 19

The listing continues:
structure	STK33 kinase inh	KCNQ2 inh	OX1R FRET antag
CCOc1ccc(-n2nnnc2SCC(=O)N2CCOCC2)cc1	0.9	i	1
CSc1nc2nc3c(cc2c(=O)n1-c1ccccc1)COC(C)(C)C3	-0.8	i	22
CCN(c1ccc(OC)cc1)S(=O)(=O)c1nnc(NC(=O)COc2ccc(C)cc2)s1	6.6	i	9
COc1ccc(OC)c(NC(=O)C(=O)NNC(=O)C23CC4CC(CC(C4)C2)C3)c1	-3.4	i	27
CCCCn1c(NC(=O)c2ccc(F)cc2)c(C#N)c2nc3ccccc3nc21	0.6	i	11
Cc1[nH]nc2ncc(C(=O)c3cc(F)ccc3O)cc12	0.1	i	28
NC(=O)CC(NC(=O)c1ccccc1)c1ccc(NC2CCC2)c([N+](=O)[O-])c1 (stereo not given)	-0.5	i	16
CCCN(CCC)C(=O)CC(c1ccccc1)c1ccc(C)cc1O (stereo not given)	0.9	i	16
Cc1ccccc1NC(=O)c1cccc(S(=O)(=O)N2CCCCC2)c1	-0.5	i	35
Cc1cc(C(=O)O)ccc1-n1c(C)cc(/C=C2\SC(=O)NC2=O)c1C	-2.1	i	-4
O=C(CN1CCC(C(=O)O)CC1)Nc1ccccc1Oc1ccccc1	-19	i	0
CCOc1ccccc1OCC(=O)OCC(=O)Nc1ncc(Cl)cc1Cl	-1.4	i	27
Cc1ccc(C(O)Cn2nc(C)cc2C)cc1 (stereo not given)	-1.0	i	10
O=[N+]([O-])c1cc(Br)c(O)c(/C=N/Nc2nnnn2-c2cccc3ccccc23)c1	-0.6	i	45*
COCCCNC(=S)N1CCN(C(=O)c2ccco2)CC1	-1.0	i	22
COc1ccc(-n2cnnc2SCC(=O)Nc2cc(C(C)(C)C)nn2-c2ccccc2)cc1	-0.5	i	31
C/C(Cn1cnc([N+](=O)[O-])n1)=N\NC(=O)c1ccccc1	0.2	i	37
O=C(NCc1ccco1)c1cccc2c1C(=O)c1ccc(/C=C/c3ccccc3)cc1S2(=O)=O	-0.3	.	16
O=C(Cc1c(O)c2ccccc2[nH]c1=O)NCc1cccc(F)c1	0.3	i	4
CCNC(=S)Nc1ccc(C)c(Cl)c1	-1.9	i	0
O=C(Nc1ccc(Cl)cc1)NN1CC(=O)N(c2cccc(C(F)(F)F)c2)CC1=O	-3.2	i	13
COc1cc(/C=C(\C#N)C(=O)N2CCCCC2)ccc1O	0.5	i	8

Looked up above.
COc1cc(/C=C(\C#N)C(=O)N2CCCCC2)ccc1O in OX1R FRET antag is entered as 8
O=C(NCc1ccco1)c1cccc2c1C(=O)c1ccc(/C=C/c3ccccc3)cc1S2(=O)=O in OX1R FRET antag is entered as 16
CCOCCOC(=O)c1cccc2c1-c1ccccc1C2=O in OX1R FRET antag is entered as 15
CN(C)c1nc(N)c([N+](=O)[O-])c(NCC2CCCO2)n1 (stereo not given) in STK33 kinase inh is entered as 0.8

Random draw from the library. Share with any hit: about 2.7%.
